CCT modulator: cytosolic chaperonin activity modulation | purified chaperonin ATPase assay, HTRF ADP detection, 30 min | activity change, % (no concentration beside the values), hits read low | actives 0.3% (n = 360,000) | AID 651819; in the data active means activity change below about -30%; further: on the % scale 0 is the no-effect control and ±100 the full control effect
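First, chaperonin was dispensed at 40 nM or 20 nM final depending on batch activity. Next, compounds were pinned at 76 uM and ATP added at 10 uM. After 30 min at 37 °C, ADP detection reagents ran 30 min at ambient temperature.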
TGFb SMAD3 inh: inhibitors of TGF-b signaling; actives 1.2% (n = 410,000); Potency, µM (top dose mostly 46.1 µM), inactives show at the highest dose activity, negative = inhibition, usual class: inhibitors; AID 588855; HepG2 CAGA-GFP TGF-b/SMAD3 reporter, GFP fluorescence, 18 h; TGF-beta stimulated, 500 pg/mL final; further: potency means the concentration at half of the fitted maximal effect; on the % scale 0 is the no-effect control and ±100 the full control effect; nearly all actives have a fitted effect of over 65% in size
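TGF-beta reporter screen: HEPG2 CAGA-GFP, 1% FBS, 500 pg/mL TGF-beta final, 18 h; per-cell GFP summed per well; curves fitted and categorized by class.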
A549 viability: counter-screen for Nrf2 inhibitors: cytotoxicity in A549 cells; Potency, µM (top dose mostly 46 µM), without a hit: at the top dose activity change, negative = cytotoxicity, usual class: inhibitors; actives 0.16% (n = 390,000); A549 ARE-Fluc cells, CellTiter-Fluor viability, 18-24 h; AID 504648; further: potency means the concentration at half of the fitted maximal effect; on the % scale 0 is the no-effect control and ±100 the full control effect
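A549 ARE-Fluc cells in 5% FBS OPTI-MEM, 5000 cells/well, rested 2 h then exposed to compounds in concentration-response for 18-24 h at 37 °C. Viability by CellTiter-Fluor fluorescence (Ex 405/Em 525) after 30 min; luciferase luminescence (BugLite, 15 min, RT) read afterwards.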
HepG2 viability: kills HepG2 cells in TGF-b inhibitor counter-screen | AID 588856 | HepG2 CAGA-GFP viability, ATP luminescence, 18 h | Potency, µM (doses to about 46.1 µM), for inactives: at the highest dose activity change, negative = cytotoxicity, hits mostly cytotoxic | actives 0.76% (n = 410,000); further: potency means the concentration at half of the fitted maximal effect; some results filed as inactive show a strong effect at the top dose
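CellTiter-Glo luminescence gave cytotoxicity after 18 hours at 37 degrees C. The cells were HepG2 CAGA-GFP in 1% FBS DMEM, stimulated with 500 pg/mL TGF-beta after compound addition. %Activity was normalised to no-cell wells (complete cell-killing) and DMSO (no toxicity), and curves were fitted and classified.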
pAkt inh: blocks phosphorylation of Akt. Neuro2A IGF-stimulated pAkt S473 HTRF, 20 min; stronger effect = lower value. activity change, % for hits at 50 µM. actives 0.32% (n = 360,000). AID 651550; in the data active means activity change below about -80%; inconclusive means mostly about -51% to -80%; further: on the % scale 0 is the no-effect control and ±100 the full control effect
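Neuro2A cells (4,500/well, DMEM with 0.5% FBS) were treated with compound at a single 50 µM final concentration, stimulated with 6 nM IGF for 20 min at 37 °C, and lysed. Phospho-Akt Ser473 was read by HTRF as 665/615 ratio ×10^4.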
Nrf2 ARE act: activates Nrf2 signaling; AREc32 ARE-luciferase reporter (MCF7-derived line), luminescence, 24 h; Potency, µM (highest dose often 46.1 µM), for the others: at the highest dose activation, most hits filed as activators; actives 0.31% (n = 410,000); AID 624171; further: potency means the concentration at half of the fitted maximal effect; % of control where 0% means no effect; nearly all actives have a fitted effect of over 65% in size
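For detection, Steady-Glo was added and plates sat 30 min at RT; before that, AREc32_Fluc cells grown overnight in OPTI-MEM/5% FBS had been treated with 23 nL compound for 24 hr at 37 deg C.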
Mm-Cpn inhibitor: M. maripaludis TRiC chaperonin inhibition | purified Mm-Cpn ATPase, ADP Transcreener TR-FRET | Potency, µM (titrated, usually from 76.9 µM), inactives show top-dose activity, negative = inhibition, usual class: inhibitors | actives 0.031% (n = 330,000) | AID 504842; further: potency means the concentration at half of the fitted maximal effect; on the % scale 0 is the no-effect control and ±100 the full control effect; nearly all actives have a fitted effect of over 80% in size
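Compound-treated chaperonin, 25 nM final, turns over 10 uM ATP at 37°C for 30 min following a 10 min preincubation; ADP generated competes with ADP-d2 for Eu-cryptate antibody, lowering FRET.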
Nrf2 block: inhibitors of Nrf2 signaling | A549 ARE-Fluc reporter, luciferase luminescence, 18-24 h | Potency, µM (top dose mostly 46 µM), for inactives: at the top dose activity change, negative = inhibition, most hits filed as inhibitors | actives 2.1% (n = 360,000); further: potency means the concentration at half of the fitted maximal effect; on the % scale 0 is the no-effect control and ±100 the full control effect; nearly all actives have a fitted effect of over 60% in size
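Nrf2 function is reported as luminescence of an ARE-controlled luciferase in A549 cells. Compounds were tested at several concentrations, and a CellTiter-Fluor read on the same wells flagged cytotoxicity.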
Abeta yeast res: A-beta toxicity reversal in yeast. AID 1347071. Potency, µM (doses to about 46.1 µM), for inactives: at the top dose growth rescue, actives largely listed as activators. actives 0.063% (n = 410,000). yeast expressing A-beta42, growth rescue, OD600, 48 h; response scale: 0% DMSO, 100% iron-clioquinol control; further: potency means the concentration at half of the fitted maximal effect; nearly all actives have a fitted effect of over 55% in size
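Yeast growth medium received pinned compounds, then yeast cells expressing toxic A-beta were added; plates incubated at 30 C for 48 hr. Growth read as absorbance at 600 nm, normalized to DMSO and equimolar FeCl3 plus clioquinol controls.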
* hit, by the source's call; i = inactive; ? = inconclusive; . = no result given; & = joins results of further samples; [ ] = dose if it differs, or a comment. Unless noted, the call rests on the fitted dose curve; in most records, active means well fitted curve in the direction sought with a large enough effect; inconclusive means small, poorly fitted or top-dose-only effect, or another doubt; inactive means no such curve, though single readings can be large; an effect the other way counts as inactive or inconclusive.

Below each SMILES: CCT modulator | TGFb SMAD3 inh | A549 viability | HepG2 viability | pAkt inh | Nrf2 ARE act | Mm-Cpn inhibitor | Nrf2 block | Abeta yeast res
Cc1cc(C)cc(NC(=O)C2CCCN2S(=O)(=O)c2ccc3c(c2)C(C)(C)C(=O)N3C)c1 (stereo not drawn)
    0.4 | 3%&11% | 5%&4% | 1%&-16% | i | 4.1%&0.9% | 2% | 5%&-9% | 1%&-1%
COc1ccc(CNC(=O)c2cnn(-c3ccccc3)c2-n2cccc2)cc1OC
    . | ? | -9% | -27% | . | 4.6% | . | ? | -21%
Cc1ccc(OCCC(=O)O)cc1
    -1.5 | 13% | 5% | 25% | i | -0.8% | 0% | -6% | -14%
CC(=O)N1c2ccccc2NC2=C(C(=O)CCC2)C1c1ccc(F)cc1 (stereo not drawn)
    -1.1 | -9% | -19% | 16% | i | 0.0% | 2% | -15% | 9%
CN(c1ccccc1)S(=O)(=O)c1cccc(NC(=O)CSc2ncc(C(F)(F)F)cc2Cl)c1
    -1.4 | ? | -5% | -2% | i | 0.4% | -3% | ? | 16%
COc1ccc(/C=C/C(O)=C(\C#N)c2nnc(N3CCOCC3)n2-c2ccccc2)cc1OC
    -3.5 | 1% | 0% | 1% | i | 4.0% | 2% | 23% | -3%
CC1=C(C(=O)Nc2ccccc2)C(c2cccnc2)n2nc(-c3cccnc3)nc2N1 (stereo not drawn)
    -2.7 | 4% | 3% | -2% | i | 0.0% | 1% | 22% | 7%
COc1ccccc1CNC(=O)c1cc(-c2cc(F)ccc2OC(C)C)n[nH]1
    -1.6 | 43%[activator] | . | -7% | i | 1.0% | . | . | -12%
COC(=O)Oc1cncc(C(=O)O)c1
    -2.3 | 2% | -1% | -18% | i | -0.6% | 1% | 1% | 0%
O=C1CCc2cc(S(=O)(=O)NC3CCCCC3)cc3c2N1CC3
    -4.5 | 2% | -6% | 6% | i | 4.1% | 1% | -10% | -4%
Cc1ccc(S(=O)(=O)N2CCN(C(=O)Cc3ccsc3)CC2)c(C)c1
    0.3 | -4% | 13% | -11% | i | 0.4% | 0% | -18% | 24%
CC(NC(=O)C(=S)N1CCN(C)CC1)c1ccccc1 (stereo not drawn)
    1.7 | 1% | -2% | -2% | i | -0.2% | -3% | -1% | 0%
O=S(=O)(c1ccccc1)N1CCSC1c1ccco1 (stereo not drawn)
    -1.6 | -2% | -5% | -12% | i | -0.2% | 0% | -16% | -1%
COc1ccccc1N1CC(C)(C)C(=O)N(C(=O)c2c(F)cccc2Cl)C1=S
    0.2 | 0% | 0% | -12% | i | -0.1% | 3% | 0% | 6%
CC(C)c1ncc(CO)n1Cc1c(Cl)cccc1Cl
    -1.8 | 1% | . | -79% | i | 0.0% | . | . | 3%
CNC(=O)c1ccsc1NC(=O)CS(=O)(=O)c1ccccc1
    -2.9 | 7% | 1% | -27% | i | 5.2% | -17% | -2% | 4%
CCN(C(=O)Cn1cnc2c1c(=O)n(C)c(=O)n2C)C1CCS(=O)(=O)C1 (stereo not drawn)
    -6.4 | 10% | 1% | 17% | i | -1.1% | -1% | 8% | 6%
O=C(N/N=C1/CCSC1)c1cccc([N+](=O)[O-])c1
    -2.9 | 7% | -2% | -4% | i | 1.0% | 3% | -4% | 4%
CCc1ccc(S(=O)(=O)NCCc2csc3nc(-c4ccccc4)nn23)s1
    . | 0% | -1% | -18% | . | 0.4% | . | . | -35%[inhibitor]
Cc1ccc(OC(=O)CCC(=O)N2CCc3ccccc32)cc1
    -3.2 | -8% | 1% | -4% | i | -0.1% | 1% | 4% | 2%

The listing continues.
Below each SMILES: CCT modulator | TGFb SMAD3 inh | A549 viability | HepG2 viability | pAkt inh | Nrf2 ARE act | Mm-Cpn inhibitor | Nrf2 block | Abeta yeast res
Cc1ccc(C(=O)Nc2cc(C(C)C)c(O)c(C(C)C)c2)cc1
    0.2 | ? | -3% | -4% | i | 2.6% | ? | -7% | -21%
CC(=O)Nc1ccccc1C(=O)C(=O)Nc1cccc(C(=O)N2CC(C)CC(C)C2)c1 (stereo not drawn)
    1.6 | -23% | -6% | -2% | i | 3.2% | 2% | ? | -12%
Cc1ccc2c(CC(=O)Nc3ccccc3C(F)(F)F)coc2c1C
    . | ? | 3% | -42% | . | 0.7% | . | 4% | -5%
COc1cc(SC)ccc1C(=O)NCc1ccc(C)cc1
    1.1 | 0% | -2% | -5% | i | -0.2% | -1% | . | -18%
CC(=O)C1=C(O)C(=O)N(c2ccc(C)cc2)C1c1ccc([N+](=O)[O-])cc1 (stereo not drawn)
    1.4 | 21% | -3% | 35% | i | 0.3% | -1% | 3% | -13%
CC(C)(C)S(=O)N1Cc2cc(C(=O)NCc3ccc(Oc4ccccc4)cc3)nc(-c3cccc(-c4cc5ccccc5o4)c3)c2[C@@H]1CCO (stereo partly drawn)
    0.5 | ? | . | -98% | i | 7.4% | . | . | -36%[inhibitor]
CC(C)C[C@@H](CN1CCC[C@H]1CN1C(=O)C(=O)NC[C@@H]1Cc1ccccc1)N1C[C@H](Cc2ccc(O)cc2)N(CCc2ccccc2)C(=O)C1=O
    -0.2 | . | . | . | i | 0.6% | . | . | -4%
O=C1CNC(=O)/C1=C/c1ccc(O)cc1
    -1.7 | -17% | -2% | 5% | i | 0.3% | 0% | -7% | 21%
CC1CCCCC1NC(=O)Cn1nnc2ccccc2c1=O (stereo not drawn)
    -3.1 | 1% | 1% | -15% | i | 0.0% | 0% | 25% | 21%
Cc1ccc(/C=N/Nc2ccc(Cl)c(C(=O)O)c2)s1
    -1.9 | ? | 0% | -4% | i | -1.9% | 0% | ? | 1%
C=CCNC(=O)c1scc2c1CCCC2
    -2.0 | -2% | 1% | 0% | i | -0.2% | 0% | 10% | -3%
COc1ccc(NC(=O)CSc2nnc(-c3ccncc3)o2)c([N+](=O)[O-])c1
    -0.5 | 7% | -7% | 11% | i | 2.8% | 1% | -4% | 17%
Cc1cc(S(=O)(=O)Nc2ccc(C(=O)NCc3ccncc3)cc2)ccc1F
    0.2 | -8% | -5% | 10% | i | 0.2% | 0% | 14% | 8%
CC(C)C[C@H]1CNC(=O)C(=O)N1C[C@@H]1CCCN1C[C@H](CC(C)C)N1C[C@H](Cc2ccccc2)N(CCc2ccccc2)C(=O)C1=O
    -0.5 | . | . | . | i | 4.7% | . | . | -17%
CCCCn1c(N)c(N(CC(C)C)C(=O)CCC2CCCCC2)c(=O)[nH]c1=O
    0.4 | 6% | -4% | -9% | i | -0.5% | 0% | -12% | -10%
CC(=O)c1cccc(NC(=O)CCc2c(C)nc3nc(CN)nn3c2C)c1
    . | 14% | 0% | 4% | . | -0.3% | . | -4% | 4%
CCCCSc1nc(O)c(C2OC(=O)c3c2ccc(OC)c3OC)c(=O)n1-c1ccccc1 (stereo not drawn)
    -7.3 | -6% | -2% | 1% | i | 0.5% | 3% | 4% | -31%
O=C(CN1C(=O)C2C3C=CC(C3)C2C1=O)N1CC=C(c2ccccc2)CC1 (stereo not drawn)
    0.1 | 0% | -3% | 2% | i | -0.5% | -1% | . | 11%
Cc1cc(C(=O)C(=O)N(C)C)c(C)n1-c1ccc([N+](=O)[O-])cc1
    -0.3 | ? | 9% | 2% | i | -0.5% | -27% | ? | -22%
Cc1ccc(S(=O)(=O)Nc2ccccc2C(=O)N2CCN(C)CC2)cc1
    -2.6 | 12% | -4% | 2% | i | -0.1% | 3% | -1% | -5%

Given as tab-separated lines: entries from further up
Compound	CCT modulator	TGFb SMAD3 inh	A549 viability	HepG2 viability	pAkt inh	Nrf2 ARE act	Mm-Cpn inhibitor	Nrf2 block	Abeta yeast res
CCCCn1c(N)c(N(CC(C)C)C(=O)CCC2CCCCC2)c(=O)[nH]c1=O	0.4	6%	-4%	-9%	i	-0.5%	0%	-12%	-10%
CC(=O)c1cccc(NC(=O)CCc2c(C)nc3nc(CN)nn3c2C)c1	.	14%	0%	4%	.	-0.3%	.	-4%	4%

Next part
Below each SMILES: CCT modulator | TGFb SMAD3 inh | A549 viability | HepG2 viability | pAkt inh | Nrf2 ARE act | Mm-Cpn inhibitor | Nrf2 block | Abeta yeast res
CCOc1ccccc1-c1nc(-c2ccc(-c3ccccc3)nc2OCC)no1
    . | 20% | -2% | -17% | . | 8.0% | . | 4% | 1%
Nc1ccc(N(CCO)CCO)cc1
    0.2 | 8% | -1% | 0% | i | 0.5% | -7% | -18% | -34%[inhibitor]
CCC1(CC)N=C(c2ccccc2)C(=S)N1
    1.7 | -22% | 6% | -16% | i | -0.5% | 1% | -7% | ?
COC(=O)c1c(NC(=O)c2nn(C)cc2Cl)sc2c1CCCC2
    0.0 | 12% | -4% | 1% | i | -0.3% | -1% | -9% | 2%
Cc1c(N(C)C(=O)c2ccco2)c(=O)n(-c2ccccc2)n1C
    -0.8 | -2% | 6% | -9% | i | 0.4% | 0% | -7% | 0%
Cc1cccc(C(=O)NCCNC(=O)c2ccccn2)c1
    -1.0 | -5% | -2% | 5% | i | 0.4% | 2% | -13% | -5%
N/C(=N\NC(=O)c1ccccc1)c1cc2ccccc2oc1=O
    -1.0 | 2% | -1% | 4% | i | 9.5% | -2% | 10% | -7%
CCO[C@H]1OC(C(=O)N2CCN(Cc3ccc4c(c3)OCO4)CC2)=C[C@@H](c2ccc(Br)cc2)[C@@H]1CCCO
    -1.1 | ? | -9% | -4% | i | 8.7% | . | -15% | 7%

Looked up above.
CCO[C@H]1OC(C(=O)N2CCN(Cc3ccc4c(c3)OCO4)CC2)=C[C@@H](c2ccc(Br)cc2)[C@@H]1CCCO | A549 viability = -9%
Nc1ccc(N(CCO)CCO)cc1 | Nrf2 block = -18%

Compound activity: PubChem, National Center for Advancing Translational Sciences (NCATS)
